High-throughput results (PubChem)
SMARCA2 activ: SMARCA2 (BRM) function activators, primary screen, cell-based, luminescence, high throughput | MG213 cells, MMTV-luciferase reporter, dexamethasone, overnight | activation, % at 9.1 µM | 1% of 370,000 active | AID 652017, 2013; in the data active = activation above about 7.8%;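 note: 0% = vehicle wells and 100% = reference activator wells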
ssDAF12 agonist: S. stercoralis DAF-12 nuclear receptor activators, primary screen, cell-based, luminescence, HEK293, GRIP1 co-expression, lit1-tk-luc | 1% of 370,000 active | HEK293 ssDAF-12/GRIP1 lit1-tk-luc reporter; % of 3 µM dafachronic acid response | AID 652126, 2013 | Nuclear hormone receptor DAF-12 (Strongyloides stercoralis) | activation, % at 6.8 µM;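 active = activation above the mean over all tested compounds plus 3 SD, cut at about 0.9% in these data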;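 note: 0% = DMSO-only wells and 100% = 3 µM delta7-dafachronic acid wells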
PLCg1 inh: PLC-gamma1 enzyme inhibitors, primary screen, biochemical, fluorescence, purified enzyme | inhibition, % at 12.2 µM | fluorogenic substrate | 1-phosphatidylinositol 4,5-bisphosphate phosphodiesterase gamma-1 (Homo sapiens), P19174 | AID 720700, 2013 | 0.84% of 370,000 active; in the data active = inhibition above about 9.5%
ADAM17 inh: ADAM17 inhibitors, primary screen, biochemical, QFRET. recombinant ADAM17, EDANS/DABCYL FRET peptide cleavage. inhibition, % at 6.95 µM. AID 720648, 2013. 0.83% of 370,000 active. Disintegrin and metalloproteinase domain-containing protein 17 (Homo sapiens), P78536;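 active = inhibition above the mean of compounds lying between control limits plus 3 SD, set per campaign, cut at about 8.5% in these data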;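 note: 0% = DMSO-only wells as the low control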
hcDAF12 agonist: H. contortus DAF-12 nuclear receptor activators, primary screen, cell-based, luminescence, HEK293, lit1-tk-luc reporter; HEK293 hcDAF-12 lit1-tk-luc reporter; 0% DMSO, 100% Δ7-dafachronic acid; activation, % at 6.8 µM; 1.4% of 370,000 active;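 active = activation above the mean of all tested compounds plus 3 SD, cut at about 5.5% in these data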;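 note: 100% = response to 3 µM Δ7-dafachronic acid high control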
DAX1 inh-1: DAX1 (NR0B1) inhibitors, primary screen, cell-based, HEK293, Gal4-DAX1, luciferase luminescence. Nuclear receptor subfamily 0 group B member 1 (Homo sapiens), P51843. HEK293 Gal4-DAX1 luciferase reporter. inhibition, % at 6.75 µM. 0.99% of 340,000 active. AID 504766, 2011;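 active = inhibition above the mean over all tested compounds plus 3 SD, cut at about 4.2% in these data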;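 note: 0% = DAX1-transfected cells with DMSO and 100% = empty-vector control cells with DMSO; inhibition shows as a rise in luminescence from relieved DAX1 repression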
Target sequence (P51843 207-470 limits assumed): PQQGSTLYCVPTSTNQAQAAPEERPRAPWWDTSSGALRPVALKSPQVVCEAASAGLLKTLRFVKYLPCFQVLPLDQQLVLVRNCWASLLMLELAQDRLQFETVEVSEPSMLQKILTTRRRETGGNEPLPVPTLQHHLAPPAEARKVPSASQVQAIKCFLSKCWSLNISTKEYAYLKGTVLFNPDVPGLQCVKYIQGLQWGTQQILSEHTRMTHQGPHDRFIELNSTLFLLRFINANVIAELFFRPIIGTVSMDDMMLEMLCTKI
hgDAF12 agonist: H. glycines DAF-12 receptor agonists, primary screen, cell-based, luminescence, HEK293, GAL4 fusion, UAS-luciferase | Nuclear hormone receptor DAF-12 (Heterodera glycines), GAL4 fusion | HEK293 GAL4-hgDAF12 UAS-luciferase reporter, agonist luminescence; normalized to butyrate control | activation, % at 6.8 µM | 1.8% of 370,000 active;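 active = activation above a cutoff set at the mean of all screened compounds plus 3 SD, cut at about 10% in these data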;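 note: 0% = DMSO wells and 100% = sodium butyrate wells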
PLC-beta3 inh: human PLC-beta3 inhibitors, primary screen, biochemical, fluorescence | 1-phosphatidylinositol 4,5-bisphosphate phosphodiesterase beta-3 (Homo sapiens), Q01970 | 0.18% of 370,000 active | Purified PLC-beta3, fluorogenic substrate | inhibition, % at 12.2 µM; in the data active = inhibition above about 11%;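 note: 0% = median of compound wells on plate and 100% = full blocker control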
Rev-erbA mod: modulators of Rev-erb alpha DNA binding, primary screen, biochemical, FITC-DNA, fluorescence polarization, uHTS; Rev-erbα–FITC-DNA binding, 90 min; AID 1259318, 2017; Nuclear receptor subfamily 1 group D member 1 (Homo sapiens), P20393; activity, % at 10 µM; 0.79% of 370,000 active;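 active = activity above about 14%, limit read from the data; passing the limit was not always enough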;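 note: 0% = DMSO wells with 35 nM protein and 100% = DMSO wells with 750 nM protein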
Target sequence (P20393 whole entry, looked up): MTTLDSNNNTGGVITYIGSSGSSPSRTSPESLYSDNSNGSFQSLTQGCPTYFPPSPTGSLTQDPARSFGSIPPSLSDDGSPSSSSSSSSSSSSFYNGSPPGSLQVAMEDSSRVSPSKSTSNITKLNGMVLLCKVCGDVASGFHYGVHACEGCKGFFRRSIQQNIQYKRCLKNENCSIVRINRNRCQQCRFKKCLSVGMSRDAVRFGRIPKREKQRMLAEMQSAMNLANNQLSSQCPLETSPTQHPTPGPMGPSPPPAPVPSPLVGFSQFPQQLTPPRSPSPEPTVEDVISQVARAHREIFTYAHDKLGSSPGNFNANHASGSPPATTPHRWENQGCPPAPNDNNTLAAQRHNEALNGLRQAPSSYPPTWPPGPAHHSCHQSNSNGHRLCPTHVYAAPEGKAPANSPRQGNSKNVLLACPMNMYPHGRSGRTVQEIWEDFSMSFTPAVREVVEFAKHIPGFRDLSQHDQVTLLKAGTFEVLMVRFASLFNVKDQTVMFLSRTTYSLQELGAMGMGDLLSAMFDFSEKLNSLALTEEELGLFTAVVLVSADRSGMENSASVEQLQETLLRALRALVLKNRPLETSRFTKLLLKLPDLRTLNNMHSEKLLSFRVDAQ
MBD2 DNA inh: inhibitors of MBD2 binding to methylated DNA, primary screen, biochemical, TR-FRET, DNA-binding domain, human. inhibition, % at 4.4 µM. 0.31% of 370,000 active. Methyl-CpG-binding domain protein 2 (Homo sapiens), Q9UBB5. MBD2 binding to methylated oligonucleotide; in the data active = inhibition above about 13%
DAX1 inh-2: DAX1 (NR0B1) inhibitors on StAR promoter, primary screen, cell-based, luminescence, SF-1 (NR5A1), full-length DAX-1; 1.1% of 370,000 active; AID 652010, 2013; inhibition, % at 6.8 µM; HEK293T StAR-luciferase reporter, SF-1/DAX-1 repression relief;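 active = inhibition above the mean over all tested compounds plus 3 SD, cut at about 3.6% in these data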;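 note: 0% = DAX-1 cells with DMSO and 100% = cells lacking DAX-1 with DMSO; higher inhibition means more luminescence from relief of DAX-1 repression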
* marks the source's active call; other numbers are inactive results; i = inactive; x = no result given.

SMILES	SMARCA2 activ	ssDAF12 agonist	PLCg1 inh	ADAM17 inh	hcDAF12 agonist	DAX1 inh-1	hgDAF12 agonist	PLC-beta3 inh	Rev-erbA mod	MBD2 DNA inh	DAX1 inh-2
COc1ccc(-c2cc(C(=O)N(C)Cc3ccc(OC)c(OC)c3OC)c3ccccc3n2)cc1OC	3.2	-1.6	-340.1	-25.6	-1.8	-1.9	-4.1	i	0.4	-2.2	-6.2
C/C(=N\Nc1ccccc1)c1cccc(N)c1	5.0	0.3	-18.6	0.2	2.8	3.8	4.9	-22.1	-5.9	-4.3	0.0
CC1(C)Cc2ccccc2C(NNC(=O)c2ccc(Br)o2)=N1	-1.0	-1.1	0.6	-1.2	-0.6	0.4	3.0	-4.0	-6.0	3.2	0.2
CCOC(=O)C1=C(C(F)(F)F)Nc2ncnn2C1c1cc(OC)ccc1OC (stereo not drawn)	-3.5	-0.7	-2.5	5.1	0.2	-1.1	3.8	-1.5	2.1	-0.1	-0.5
CCc1ccc(-c2nc(CSCC(=O)NCCCN3CCCC3=O)c(C)o2)cc1	-0.9	-1.9	-0.1	-2.1	-3.2	-2.8	1.4	-0.2	5.1	6.7	0.7
NS(=O)(=O)c1ccc(OC(=O)CNC(=O)OCc2ccccc2)cc1	-2.8	-0.9	5.0	-3.4	-1.3	-1.1	0.1	-9.8	-2.5	7.7	-0.1
CCOC(=O)C1(CC2CCCCO2)CCN(Cc2nccn2-c2ccc(OC)cc2)CC1 (stereo not drawn)	1.0	-0.4	-0.2	-2.8	-1.9	-1.2	1.2	5.1	5.7	-7.9	0.1
CCOC(=O)C1=C(CC)Nc2ccccc2N/C1=N\S(=O)(=O)c1cccc(C(C)=O)c1	-3.1	-1.5	2.0	1.1	0.8	1.2	-0.8	-1.6	-13.0	-1.4	0.5
Cc1cc(OCC(=O)N2CCN(c3ccccc3)CC2)c2c(C)cc(=O)oc2c1	1.1	-1.4	-3.3	-1.1	0.5	0.6	1.4	-10.4	-7.5	0.8	-0.1
CC(C)(C)C(=O)c1c(N)[nH]c(C(=O)c2ccccc2)c1-c1ccc(F)cc1	-1.1	-0.8	-4.5	0.7	1.6	x	1.1	-2.9	-0.1	-5.2	0.3
CC(=O)N(Cc1ccccc1)c1nccs1	1.4	-0.8	3.4	-0.4	-2.0	x	-5.1	0.3	2.5	0.7	-0.2
O=C(COc1ccccc1/C=C1/NC(=O)NC1=O)Nc1ccccc1	2.9	-1.5	2.8	0.2	-1.4	-0.7	0.0	-1.0	2.2	-3.8	-0.4
COc1ccc2ccccc2c1C=NNC(=O)c1cc(-c2ccc(C)c(C)c2)n[nH]1	-4.5	-1.0	-20.6	-5.8	-1.9	x	5.5	-29.0	-16.0	-1.6	-3.3
O=C(O)c1cc2cc(Cl)ccc2oc1=O	-2.2	-1.6	-5.3	-5.3	0.3	1.1	-0.7	-5.6	-6.0	-3.7	1.6
CC(=O)c1ccccc1NC(=O)C1CC(=O)N(c2ccc3c(c2)OCCO3)C1 (stereo not drawn)	-2.0	-0.9	-15.2	-3.2	-0.7	-0.7	1.6	-23.3	-5.6	2.4	0.4
COc1ccc(CNC(=O)CCc2nnc3ccc(N4CCC5(CC4)OCCO5)nn23)cc1	-3.6	-1.1	-1.0	-4.1	-2.8	0.6	2.6	-11.9	-0.3	4.2	0.3
O=C(C1CCCO1)N1CCN(S(=O)(=O)c2cccc3nsnc23)CC1 (stereo not drawn)	1.4	-1.3	2.0	-2.6	-0.9	-0.5	0.0	2.9	-2.1	0.2	-0.2
O=[N+]([O-])c1ccc(OCCCOc2cccc3cccnc23)cc1	0.6	-1.1	1.2	0.7	-2.0	1.4	-2.8	-2.0	-5.8	-0.5	0.8
Cc1nn(CCO)c2nc(-c3cccs3)cc(C(F)(F)F)c12	-1.2	-1.0	-230.3	i	2.4	0.9	1.3	-247.9	14.9	6.3	-0.6
COc1ccc(C(=O)Nc2ccc(C(=O)c3ccccc3)cc2)cc1	-5.3	-1.5	0.1	-3.1	-1.6	x	-2.2	-6.2	0.2	-4.8	-1.3
Cc1cccc(N(C(=O)c2csnn2)C(C(=O)NCc2ccccc2)c2cccs2)c1 (stereo not drawn)	-0.8	-1.0	-0.6	-2.0	2.3	0.0	0.0	-4.1	5.1	0.5	-0.2
CCn1c(C)nnc1SCC(=O)Nc1ccc(OC)cc1	-1.3	-1.1	-1.3	-3.5	2.9	1.0	2.2	0.5	-7.5	6.4	0.2
COc1ccccc1C(O)(C(=O)NNc1cccc(C)c1)c1ccccc1OC	-2.9	-1.6	1.4	-3.0	1.2	1.3	2.3	4.0	4.9	-3.9	-0.7
CCOC(=O)n1c(=O)n(Cc2ccccc2Cl)c2ccccc21	-0.3	-1.5	-3.7	0.5	-0.3	-0.4	-3.3	0.2	x	0.5	-0.7
CC(C)n1c(=NC(=O)c2ccco2)c(C#N)cc2c(=O)n3ccccc3cc21	5.8	-1.6	-349.6	i	-1.9	1.2	1.2	-477.7	6.5	-4.8	-0.5
CCNC(=O)CCc1nc(-c2ccc(C(C)C)cc2)no1	x	-1.9	0.3	-3.6	-3.3	x	-2.8	0.7	-6.2	4.2	x
Nc1cc2c(cc1Cl)-c1ccc([N+](=O)[O-])cc1C2=NO	-5.3	-1.8	-159.0	1.4	-1.2	-1.7	-4.2	-204.9	1.5	-4.7	-1.9
C=CCn1c(SCC(=O)NC(=O)NCc2ccco2)nc2sc(CC)cc2c1=O	-3.6	-1.4	0.7	-5.2	-2.0	-0.8	-2.6	1.5	-7.0	4.4	-0.5
COc1cccc(CN2CCNC(=O)C2CC(=O)NCCn2cccn2)c1OC (stereo not drawn)	-0.7	-1.3	-4.5	-3.6	0.1	-0.2	-2.1	-2.7	-2.0	3.7	0.4
CC(=O)CCc1ccc(Oc2nc(-c3cccnc3)nc3ccccc23)cc1	-2.6	-1.5	-5.9	-2.3	-2.1	-1.2	0.4	-8.5	6.9	4.3	-2.1
CCCNC(=O)C1CN(S(=O)(=O)c2ccccc2)CCN1S(=O)(=O)c1ccccc1 (stereo not drawn)	-0.1	-0.7	0.6	-0.6	0.7	-1.5	0.3	2.2	-7.3	5.2	-0.6
Nc1nc(SCC(=O)Nc2cc(Cl)ccc2Cl)n[nH]1	-0.5	-0.7	1.7	-2.8	0.9	-1.4	-1.6	0.7	-2.4	-0.3	-0.2
CCOc1ccc(N=Cc2ccc([N+](=O)[O-])cc2)c(O)c1	1.9	0.1	-72.5	-3.6	1.2	1.3	8.5	-99.5	9.9	-8.8	1.2
CC(C)(C)Cc1nc2ccccc2n1CCc1ccccc1	-1.2	-1.1	5.9	3.3	-1.3	-0.3	0.3	0.7	4.7	-5.8	-0.3
COc1ccc(C(=O)OCC(=O)c2ccc3c(c2)NC(=O)CO3)cc1S(=O)(=O)N1CCOCC1	-2.1	-1.1	0.8	-3.8	0.8	-0.9	-2.2	0.0	4.2	1.9	-1.2
COCCNC(=O)c1nn(-c2cc(OC)cc(OC)c2)c(=O)c2ccccc12	2.6	-0.8	-0.9	-3.8	-1.7	0.0	-1.2	-1.1	3.0	-5.2	-0.3
NC(=O)c1cccc(-c2coc3c(C(=O)NCc4cccnc4)cccc23)c1	-3.8	-1.2	1.4	-4.2	-0.3	x	-3.1	2.8	-0.1	0.9	-3.3
Cc1cccc2c1-c1sc(C(=O)NCCCN3CCc4ccccc4C3)cc1CO2	-3.0	-1.1	i	i	0.1	1.0	2.8	i	2.9	-2.8	-0.3
O=C(NCc1nc2ccccc2[nH]1)C1=C[C@H](c2csc3ccccc23)C[C@H](OCc2ccc(CO)cc2)O1	-1.5	-1.4	-49.9	-4.5	-1.1	-1.8	-3.9	-51.6	9.3	6.9	-1.5
Cc1ccccc1-c1nc(CN2CCC(C(=O)NC3CC3)CC2)c(C)o1	-3.3	-0.8	0.3	0.4	0.7	0.6	0.6	-4.5	-2.5	-5.0	0.1
CCCCCCCCC(=O)Nc1cc(C)ccc1OC	0.9	-0.7	3.7	-1.3	0.3	0.2	-1.5	-0.2	6.6	-4.7	-0.2
COC(=O)/C=C1\OC(c2ccccc2)c2ccccc21 (stereo not drawn)	2.9	-1.0	1.2	0.4	1.1	x	1.1	6.3	-0.8	2.1	-1.0
Cc1nn(-c2ccccc2)c2sc(C(=O)NC3CCCC3)cc12	-0.8	-1.4	-3.2	-6.6	-1.6	x	-4.8	-3.2	-4.5	1.2	-2.1
COc1ccc(-c2nc3c(c(=O)[nH]c(=O)n3Cc3ccccc3)n2CCO)cc1	-0.9	-1.5	-4.2	-2.7	-1.9	-0.4	-1.0	-10.9	0.5	-0.2	0.2
COc1ccc(C(=O)NNC(=S)NC(=O)c2ccccc2[N+](=O)[O-])cc1	-2.5	-0.9	-2.1	0.3	-2.2	-0.4	2.3	0.8	3.6	4.3	0.5
CSc1cccc(NC(=S)N(C(C)C)C(C)c2ccccn2)c1 (stereo not drawn)	-5.2	-1.2	1.6	4.3	2.0	0.2	-1.0	1.6	8.9	-1.1	0.2
Clc1ccc(Cn2c(-c3cccnc3Cl)nc3ccccc32)c(Cl)c1	-1.2	-1.3	-0.8	-1.7	-1.6	0.7	-0.7	-5.3	1.9	5.0	-1.1
CCOC(=O)N1CCC(=NNC(=O)NC2CCCCC2)CC1	-4.8	-0.7	1.1	-5.9	-0.6	-0.9	1.8	-5.9	6.0	2.3	-0.3
COC(=O)[C@]12C[C@H](CC(=O)NCC34CC5CC(CC(C5)C3)C4)C(=O)N(CCc3ccc(OC)c(OC)c3)C1=C[C@H](C1CCCC1)O[C@@H]2C	-3.0	-0.7	3.2	4.5	-2.2	x	-4.8	4.0	1.3	-2.3	-1.7
CC1CCCCC1NC(=O)C(=O)NCC1CCCO1 (stereo not drawn)	1.4	-0.9	2.3	-3.4	0.0	1.5	1.2	-1.4	-1.4	2.2	0.5

3 compounds already listed, sorted by the value under MBD2 DNA inh, descending.
SMILES | MBD2 DNA inh
CC1CCCCC1NC(=O)C(=O)NCC1CCCO1 (stereo not drawn) | 2.2
Cc1nn(-c2ccccc2)c2sc(C(=O)NC3CCCC3)cc12 | 1.2
CCCCCCCCC(=O)Nc1cc(C)ccc1OC | -4.7
